Bioassay records as filed in PubChem BioAssay.
USP2a block: qHTS Assay for Inhibitors of Ubiquitin-specific Protease USP2a Using CHOP2 as the Reporter; 0.01% of 330,000 active; USP2 core, Ub-CHOP2 coupled fluorogenic reporter, 485/531; Potency, µM (doses to about 38.3 µM), without a hit: at the highest dose activity change, negative = inhibition, most hits filed as inhibitors; AID 463254, 2010;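 further: potency means the concentration at half of the fitted maximal effect; plate controls were DMSO wells for no effect and full inhibition by NEM control for full effect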
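Cell-free coupled assay: 10nM USP2 core preincubated 30min RT with compound in Tris-HCl pH 8.0/CaCl2/CHAPS buffer, then 25nM Ub-CHOP2 and 25nM reporter substrate; fluorescence (Ex 485/Em 531) read after 60min RT, normalized to NEM inhibition, concentration-response curves fitted.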
uPA generation: qHTS for Inhibitors of Cell Surface uPA Generation. cell surface uPA generation assay, qHTS. 0.31% of 330,000 active. Potency, µM (titrated, usually from 38.3 µM), without a hit: at the highest dose activity change, negative = inhibition, actives largely listed as inhibitors. AID 540303, 2011; active means well fitted inhibition curve with a large enough effect; inconclusive means small, poorly fitted or top-dose-only effect; inactive means no such curve, though single readings can be large or run the other way; tested in mouse RAW 264.7 cells; further: potency means the concentration at half of the fitted maximal effect; on the % scale 0 is the no-effect control and ±100 the full control effect; nearly all actives have a fitted effect of over 55% in size
B2AR arrestin: qHTS assay of beta-arrestin-biased ligands of beta2-adrenergic receptor; 0.02% of 330,000 active; beta-arrestin recruitment to beta2AR, cell-based reporter; Beta-2 adrenergic receptor (Homo sapiens), P07550; Potency, µM (highest dose often 46.1 µM), for the others: at the highest dose activation, actives largely listed as activators;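 further: potency means the concentration at half of the fitted maximal effect; 0% = DMSO controls and full agonism = EC100 isoproterenol or metaproterenol; nearly all actives have a fitted effect of over 65% in size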
Eya2 inh: qHTS Assay for Inhibitors of the Phosphatase Activity of Eya2. Protein phosphatase EYA2 (Homo sapiens), O00167. recombinant Eya2, OMFP fluorescence dephosphorylation (OMFP is methylfluorescein phosphate). Potency, µM (series often up to 76.9 µM), for the others: top-dose activity, negative = inhibition, hits mostly inhibitors. 0.006% of 330,000 active. AID 488837, 2010; further: potency means the concentration at half of the fitted maximal effect; on the % scale 0 is the no-effect control and ±100 the full control effect
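Eya2 (0.2 uM) preincubated 10 min at ambient with compound, then OMFP substrate added at 50 uM; 10 min reaction in 50 mM HEPES pH 7.5, 50 mM NaCl, 5 uM MgCl2, 0.05% BSA, 1 mM DTT. Fluorescence read at Ex 485/Em 525 nm.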
Mito fusion yeast: qHTS Assay for Small Molecule Inhibitors of Mitochondrial Division or Activators of Mitochondrial Fusion; S. cerevisiae fusion-defective mutant growth rescue, CellTiterGlo 48 h; Potency, µM (doses to about 46.1 µM), inactives show at the highest dose growth rescue (activation), most hits filed as activators; 0.23% of 320,000 active;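 further: potency means the concentration at half of the fitted maximal effect; % of control where 0% means no effect; nearly all actives have a fitted effect of over 45% in size; temperature-sensitive fusion mutants such as fzo1-1 at 37 °C on non-fermentable ethanol glycerol medium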
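S. cerevisiae fusion-defective temperature-sensitive mutants (e.g. fzo1-1, mgm1-5) grown 48 h at 37C in YPEG (ethanol/glycerol non-fermentable) medium with 23 nl compound per well; growth rescue read as CellTiterGlo luminescence.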
ELG1 repair inh: qHTS screen for small molecules that inhibit ELG1-dependent DNA repair in human embryonic kidney (HEK293T) cells expressing luciferase-tagged ELG1; HEK293T ELG1-luciferase reporter, luminescence, 16 h; DNA damage induced by 5-fluorouridine; Potency, µM (top dose mostly 46.1 µM), for inactives: at the top dose activity change, negative = inhibition, actives largely listed as inhibitors; 2.3% of 330,000 active; AID 504467, 2011; further: potency means the concentration at half of the fitted maximal effect; on the % scale 0 is the no-effect control and ±100 the full control effect; nearly all actives have a fitted effect of over 55% in size
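Step one: seed 2,000 cells per well. Step two: pin-transfer compound or DMSO alongside 5-fluorouridine. Step three: incubate 16 hr, 37 °C, 5% CO2. Step four: add ONE-Glo, wait 30 min, read luminescence.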
TSG101-PTAP inh: qHTS Assay for Iinhibitors of HIV-1 Budding by Blocking the Interaction of PTAP/TSG101; Fluorescence polarization, FITC-PTAP peptide / Tsg101 binding; Potency, µM (series often up to 115 µM), for the others: at the top dose activity change, negative = inhibition, usual class: inhibitors; 340,000 tested, under 10 active; AID 493005, 2010; active means well fitted inhibition curve with a large enough effect in the main read-out, with a control signal flat, not every such curve was filed as active; inconclusive means small, poorly fitted or top-dose-only effect, or effect the other way, or a change in a side signal; inactive means no such curve, though single readings can be large or run the other way; further: potency means the concentration at half of the fitted maximal effect; % of control where 0% means no effect
Target sequence (Q99816 whole entry, looked up): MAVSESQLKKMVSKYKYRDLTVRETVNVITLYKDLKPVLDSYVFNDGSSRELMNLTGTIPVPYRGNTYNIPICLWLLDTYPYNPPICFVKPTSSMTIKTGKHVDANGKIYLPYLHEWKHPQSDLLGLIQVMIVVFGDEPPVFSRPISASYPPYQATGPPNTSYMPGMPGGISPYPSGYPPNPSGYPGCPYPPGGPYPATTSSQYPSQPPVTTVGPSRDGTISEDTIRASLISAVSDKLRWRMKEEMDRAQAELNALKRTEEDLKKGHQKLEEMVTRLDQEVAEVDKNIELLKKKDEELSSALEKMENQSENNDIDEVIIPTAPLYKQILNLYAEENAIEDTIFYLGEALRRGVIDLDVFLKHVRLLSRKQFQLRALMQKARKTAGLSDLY
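FP read-out: FITC-PTAP peptide, 50 nM final, binding Tsg101 binding domain, 10 uM final; 20 min, r.t.; 10 mM HEPES pH 7.5, 0.15 M NaCl, 0.01% Tween 20, 3 mM EDTA, 0.1 mM TCEP.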
TSHR antag: Antagonists of the Thyroid Stimulating Hormone Receptor: HTS campaign. TSHR-expressing cells, TSH-stimulated cAMP HTRF, 2 h; hits give low values. activity change, negative = inhibition, % at 11.5 µM. 0.2% of 330,000 active. AID 504810, 2011;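 active means activity change below a set negative limit, meaning inhibition stronger than a set level, cut at about -70% in these data; inconclusive means activity change between two set negative limits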; further: on the % scale 0 is the no-effect control and ±100 the full control effect
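Read-out is FRET at 665 nm (cryptate excitation 337 nm) from a cryptate-tagged anti-cAMP antibody, competed by cell cAMP against cAMP-d2. Compounds are tested on freshly harvested TSHR cells challenged with 4nM TSH (EC80) for 2 hours at 37 deg C.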
TCR activator: Activators of T cell receptors: qHTS campaign; Potency, µM (doses to about 9.22 µM), for the others: at the highest dose activation of IL-2 secretion, most hits filed as activators; primary human leukocytes, anti-CD3, IL-2 HTRF, 48 h; 330,000 tested, under 10 active; further: % of control where 0% means no effect
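Human primary leukocytes + a-CD3 beads + cpd, 48 hr; IL-2 in supernatant by HTRF (ex 320nm / em 665nm). No co-stimulatory signal supplied.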
Chronic BCR inh: qHTS Assay to Find Inhibitors of Chronic Active B-Cell Receptor Signaling; ABC-DLBCL IkBa-CBG/CBR reporter, luminescence ratio, 4 h; Potency, µM (highest dose often 46.1 µM), without a hit: at the top dose ratio change, negative = lower green/red ratio, most hits filed as inhibitors; 0.05% of 340,000 active; AID 493014, 2011; active means well fitted inhibition curve with a large enough effect in the signal ratio, with a control signal flat, not every such curve was filed as active; inconclusive means small, poorly fitted or top-dose-only effect, or effect the other way, or a change in a side signal; the % refers to the signal ratio;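 further: potency means the concentration at half of the fitted maximal effect; plate controls were basal doxycycline-induced cells for no effect and cells given 10 µM MG132 for full effect; MG132 reads +100%, hits lower the ratio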
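Doxycycline induced both beetle luciferases in TMD8 lymphoma cells; IKK-driven degradation limits the IkappaBalpha-fused green signal, while red luminescence normalises for cell number and nonspecific effects. Compounds tested up to 46 uM, 4 hrs.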
Tb PFK inh: qHTS Assay to Find Inhibitors of T. brucei phosphofructokinase; Potency, µM (series often up to 57.5 µM), for the others: at the top dose activity, negative = inhibition, actives largely listed as inhibitors; T. brucei PFK, ADP-Glo luminescence; 0.17% of 330,000 active; AID 485367, 2010;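 further: potency means the concentration at half of the fitted maximal effect; 0% = uninhibited 1x PFK enzyme wells and -100% = no-enzyme wells; nearly all actives have a fitted effect of over 60% in size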
Target sequence (O15648 whole entry, looked up): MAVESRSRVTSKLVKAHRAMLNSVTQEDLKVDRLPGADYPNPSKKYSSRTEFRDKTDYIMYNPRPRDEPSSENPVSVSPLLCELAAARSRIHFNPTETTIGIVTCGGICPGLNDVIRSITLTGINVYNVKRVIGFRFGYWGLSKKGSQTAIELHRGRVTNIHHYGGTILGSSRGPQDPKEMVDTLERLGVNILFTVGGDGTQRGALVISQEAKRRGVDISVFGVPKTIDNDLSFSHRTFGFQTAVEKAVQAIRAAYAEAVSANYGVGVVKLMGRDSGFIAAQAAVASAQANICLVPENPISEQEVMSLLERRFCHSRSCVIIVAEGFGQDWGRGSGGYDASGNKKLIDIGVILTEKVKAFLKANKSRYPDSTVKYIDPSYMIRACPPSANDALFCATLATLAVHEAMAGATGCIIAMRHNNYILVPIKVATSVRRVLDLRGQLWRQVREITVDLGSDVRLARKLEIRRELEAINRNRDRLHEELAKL
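Activity is normalized to no-enzyme wells (full inhibition) and 1.25 nM enzyme wells (no inhibition). Reaction: 0.5 mM F6P, 0.1 mM ATP, 45 min RT, ADP-Glo luminescence; concentration-response curves fitted and classed by quality.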
Numbers without * were called inactive; ? = inconclusive; nt = not tested or not shown; [ ] = remark or other dose. Unless noted, the call rests on the fitted dose curve; in most records, active means well fitted curve in the direction sought with a large enough effect; inconclusive means small, poorly fitted or top-dose-only effect, or another doubt; inactive means no such curve, though single readings can be large; an effect the other way counts as inactive or inconclusive.

Order of values: TCR activator, Chronic BCR inh, TSHR antag, uPA generation, Mito fusion yeast, B2AR arrestin, USP2a block, Tb PFK inh, Eya2 inh, TSG101-PTAP inh, ELG1 repair inh
1) Cc1nn(-c2nnc(NCc3ccccc3)nn2)c(C)c1Br
  1%[46.1 µM], 0%, 9, -5%, 26%, 0.5%, 4%, 0%, 8%, -2%, ?
2) Cc1cc(N)n(-c2ccc3ccccc3c2)n1
  -2%, ?, -13, nt, 1%, -1.1%, 1%, 3%, 9%, -2%, ?
3) Cc1ccc(-n2c(=O)c3sccc3n(CC(=O)NCc3ccco3)c2=O)cc1F
  nt, 8%, -28, 5%, -1%, 0.4%, 2%, -2%, 2%, -7%, -3%
4) Cc1cccc(C(=S)N2CCOCC2)n1
  2%, -1%, -3, -22%, 2%, 0.0%, 1%, -2%, 3%, 1%, 10%
5) COc1ccc(NS(=O)(=O)c2ccc3c(c2)N(C(C)=O)CCO3)cc1
  -6%, ?, 14, 0%, 3%, -1.1%, 1%, 1%, -1%, -5%, 0%
6) COc1ccc(/C=N/NC(=O)c2ccc(C)nc2)cc1O
  -4%, ?, 0, 4%, -1%, 0.6%, -4%, -3%, -19%, -2%, -8%
7) C=CCc1cccc(/C=N/NC(=O)CNc2ccccc2OC)c1O
  -2%, ?, -1, ?, 20%, 0.2%, 2%, -1%, 2%, -5%, ?
8) CCCCOc1ccc(C(=O)Nc2ccc(N3CCN(C)CC3)cc2)cc1
  11%, 12%, -2, -2%, -1%, -0.5%, 5%, -6%, -7%, 0%, 11%
9) Cc1nn(C(C)C(=O)O)c(=O)c2c1sc1ccccc12 (stereo unspecified)
  nt, -3%, 41, 6%, -3%, -0.3%, 1%, 7%, 6%, nt, ?
10) CC(C(=O)c1ccc(-c2ccccc2)cc1)[n+]1cccc(C(N)=O)c1 (stereo unspecified)
  nt, 7%, -3, -5%, 3%, 0.6%, 1%, 1%, -2%, 1%, -16%
11) Cc1nnc(SCC(=O)N2CCN(S(=O)(=O)c3ccccc3)CC2)[nH]c1=O
  0%, 5%, 22, 8%, 1%, -0.1%, 0%, 2%, 15%, 0%, 2%
12) Cc1cc(C)c2ccc(=O)n(CC(=O)N/N=C/c3ccccc3Cl)c2n1
  3%, 1%, -1, 0%, -7%, -1.4%, -10%, 0%, ?, 1%, 1%
13) COc1ccc(C(=O)OC(COc2ccccc2)Cn2ccnc2)cc1 (stereo unspecified)
  -3%[46.1 µM], -2%, -2, -5%, 14%, -0.2%, 2%, -6%, -10%, -6%, 18%
14) Cc1[nH]c2ccc(C(=O)N3CCN(Cc4ccccc4)CC3)cc2c1C
  4%, -20%, -4, 0%, -7%, -0.2%, 1%, 0%, -21%, 1%, 17%
15) CCOCC(=O)Nc1cccc(SC)c1
  -3%, 0%, -1, 1%, 0%, -0.1%, 0%, -3%, 9%, -2%, 24%
16) Cc1nnc2c(NC3CCCCC3)nc3ccccc3n12
  -4%, -4%, 21, -8%, 2%, -0.3%, 1%, -1%, 3%, -10%, ?
17) CCOC(=O)C1CCCN(S(=O)(=O)c2nc3nc(C)cc(C)n3n2)C1 (stereo unspecified)
  0%, -1%, 5, 3%, 1%, -0.2%, 3%, 2%, -7%, -4%, 17%
18) COC(=O)c1cccc(NC(=O)CC2C(=O)NCCN2C(=O)Nc2ccccc2)c1 (stereo unspecified)
  1%, 5%, -7, 0%, -1%, -0.4%, 1%, 2%, -2%, 2%, ?
19) COCCOC(=O)C1=C(N)Oc2c(oc(CO)cc2=O)C1c1ccccc1F (stereo unspecified)
  -30%, -5%, 9, nt, 2%, -0.9%, 0%, 1%, -7%, 0%, 0%
20) COc1ccc(C(=O)NCc2nnc(SCC(=O)Nc3nnc(C)s3)o2)cc1
  10%, -1%, 8, ?, 0%, -0.8%, 8%, 4%, 7%, -1%, -7%
21) CCCN(CC(=O)Nc1ccccc1OC)C(=O)CCCN1C(=O)c2ccccc2C1=O
  7%, 7%, 12, 0%, 0%, 0.3%, -1%, -10%, 19%, 0%, 0%
22) CC1(C)N=C(N)N=C(N)N1c1ccc(Oc2ccc(Cl)cc2)c(Cl)c1
  -4%, -12%, -7, -19%, -3%, 0.4%, 1%, 2%, -3%, -11%, ?
23) CC(=O)Nc1ccc(NC(=O)C(C)OC(=O)CC2CCCCC2)cc1 (stereo unspecified)
  7%, -11%, 0, 7%, 5%, 0.3%, 4%, -2%, -17%, 0%, 11%
24) Cn1nc(CC(=O)Nc2ccc(N3CCN(C(=O)OC(C)(C)C)CC3)cc2)c2ccccc2c1=O
  4%[46.1 µM], 4%, -36, -1%, -3%, 0.4%, 0%, -2%, 3%, -4%, ?
25) COc1cc(NC(=O)Nc2cc(C)on2)cc(OC)c1OC
  3%, 11%, 4, 2%, 2%, 4.0%, 1%, 2%, 6%, 1%, 0%
26) Cn1c(N)c(C(=O)COC(=O)/C=C/c2cccc(Br)c2)c(=O)n(C)c1=O
  -1%, 0%, 224, -8%, -1%, -1.0%, -1%, -1%, -9%, -5%, 9%
27) CC(C)(C)c1ccc(C(=O)NCC(=O)OCN2C(=O)c3ccccc3C2=O)cc1
  2%[46.1 µM], -8%, -6, 3%, -1%, -0.9%, -2%, 4%, -22%, -1%, 19%
28) CC(C)(C)c1ccc(S(=O)(=O)CC(O)CSc2nc3c(cc2C#N)CCCC3)cc1 (stereo unspecified)
  1%, 18%, -5, 0%, 8%, 0.4%, 4%, -3%, 16%, -2%, 11%
29) CCOc1ccc(NC(=O)CN(C)C(=O)c2ccc(COc3ccccc3)o2)cc1OCC
  -23%, -8%, 14, 0%, -7%, 0.1%, -2%, 17%, -14%, 0%, 7%
30) COc1cccc(NC(=O)N2CCCCCC2)c1
  -2%, -7%, -5, -8%, 0%, 0.1%, 1%, 1%, 11%, 0%, 0%
31) O=C1CCCc2oc3c(c21)CCCC3
  2%, -2%, -4, 2%, 3%, 0.1%, 5%, -2%, -14%, 0%, 23%
32) Clc1cccc(COn2c(-c3ccc(Cl)cc3Cl)nc3ncccc32)c1
  -3%, 0%, -2, -5%, ?, -0.1%, 2%, 2%, -11%, 3%, ?
33) CC(C)C[C@H](NC(=O)[C@@H]1Cc2c([nH]c3ccccc23)C2c3ccccc3C(=O)N21)C(=O)NCC1CCCO1 (stereo partly specified)
  -5%, ?, -6, 5%, 1%, -0.9%, 0%, -1%, 3%, -6%, -24%

2 compounds drawn at random from those above:
Order of values: TCR activator, Chronic BCR inh, TSHR antag, uPA generation, Mito fusion yeast, B2AR arrestin, USP2a block, Tb PFK inh, Eya2 inh, TSG101-PTAP inh, ELG1 repair inh
33) CC(C)C[C@H](NC(=O)[C@@H]1Cc2c([nH]c3ccccc23)C2c3ccccc3C(=O)N21)C(=O)NCC1CCCO1 (stereo partly specified)
  -5%, ?, -6, 5%, 1%, -0.9%, 0%, -1%, 3%, -6%, -24%
28) CC(C)(C)c1ccc(S(=O)(=O)CC(O)CSc2nc3c(cc2C#N)CCCC3)cc1 (stereo unspecified)
  1%, 18%, -5, 0%, 8%, 0.4%, 4%, -3%, 16%, -2%, 11%

Outcome played no part in choosing rows; 3% or so of the library scored in one or more.
